Screening results: PubChem, National Center for Advancing Translational Sciences (NCATS)
D3 ag = qHTS of D3 Dopamine Receptor Agonist: qHTS; D(3) dopamine receptor (Homo sapiens), P35462; D3R DiscoveRx beta-arrestin cells, luminescence, 90 min; max activation, %; 0.58% of 410,000 active; in the data active means max activation above about 30%; further: 0% is about no effect; mostly tested at two doses, the higher about 12 µM
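Agonist mode: compounds and dopamine controls were applied to plated cells for 90 min at 37 degrees C after an overnight attachment at 1500 cells/well. Luminescent read-out followed 30 - 60 minutes at room temperature with DiscoveRx detection reagent.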
D3 antag = qHTS of D3 Dopamine Receptor Antagonist: qHTS; 2.5% of 360,000 active; D(3) dopamine receptor (Homo sapiens), P35462; max response, negative = inhibition, %; D3R cells, DiscoveRx beta-arrestin luminescence, antagonist mode; active compounds read low; AID 652054, 2013; in the data active means max response below about -50%; inconclusive means no clear call, values can overlap the other calls; further: on the % scale 0 is the no-effect control and ±100 the full control effect; mostly tested at two doses, the higher about 12 µM
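Cells expressing the human receptor were seeded at 1500 cells/well, incubated overnight at 37 degrees C in 5% CO2, then exposed to library compounds with dopamine controls for 90 minutes at 37 degrees C before luminescent detection.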
IL-2 act = qHTS of IL-2 Activators. IL-2 activation reporter assay, cell-based qHTS; stimulated with anti-CD3/CD4/CD28 beads; in transgenic mouse T cells. activation, % (series mostly up to about 46 µM). 0.065% of 360,000 active. AID 652025, 2013; in the data active means activation above about 50%; inconclusive means mostly about 30% to 49%; further: 0% is about no effect
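Quantitative HTS in unstimulated transgenic mouse T cells, with memory T cells as non-tolerant control and PMA/ionomycin as tolerance-bypass control. Compound pretreatment lasted 60 minutes before 18 h bead stimulation; EGFP/DsRed fluorescence read.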
WRN inhibitor = qHTS for Inhibitors of WRN Helicase | AID 651768, 2012 | Bifunctional 3'-5' exonuclease/ATP-dependent helicase WRN (Homo sapiens), Q14191 | 0.46% of 360,000 active | WRN helicase unwinding, fluorescent forked duplex, kinetic | Potency, µM (titrated, usually from 114 µM), without a hit: at the top dose activity change, negative = inhibition, actives largely listed as inhibitors; further: potency means the concentration at half of the fitted maximal effect; on the % scale 0 is the no-effect control and ±100 the full control effect; nearly all actives have a fitted effect of over 55% in size
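Fluorescence dequenching readout, ex 525 nm/em 598 nm, kinetic mode: forked duplex DNA (100 nM final) with adjacent fluorophore and quencher unwound by WRN (20 nM final) with 2 mM ATP. Compound preincubation 15 min, room temperature.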
GLP-1R agonist = qHTS of GLP-1 Receptor Agonists. HEK293 GLP-1R CRE-luciferase, luminescence, 4-6 h; cells express a hypersensitive GLP-1R form. Potency, µM (highest dose often 45.6 µM), inactives show at the top dose activation, actives largely listed as activators. 0.007% of 380,000 active. AID 624172, 2012; further: potency means the concentration at half of the fitted maximal effect; % of control where 0% means no effect
PI5P4K alpha inh = qHTS for Inhibitors of phosphatidylinositol 5-phosphate 4-kinase (PI5P4K) | Phosphatidylinositol 5-phosphate 4-kinase type-2 alpha (Homo sapiens), P48426 | PI5P4Kalpha enzyme, ADP-Glo luminescence, 60 min; active compounds read low | max response, % | 1.2% of 330,000 active; active means max response of -50% or lower; inconclusive means between -30% and -50%; inactive means -30% or higher; further: value at the top dose of about 77 µM; on the % scale 0 is the no-effect control and ±100 the full control effect
Target sequence (P48426 whole entry, looked up): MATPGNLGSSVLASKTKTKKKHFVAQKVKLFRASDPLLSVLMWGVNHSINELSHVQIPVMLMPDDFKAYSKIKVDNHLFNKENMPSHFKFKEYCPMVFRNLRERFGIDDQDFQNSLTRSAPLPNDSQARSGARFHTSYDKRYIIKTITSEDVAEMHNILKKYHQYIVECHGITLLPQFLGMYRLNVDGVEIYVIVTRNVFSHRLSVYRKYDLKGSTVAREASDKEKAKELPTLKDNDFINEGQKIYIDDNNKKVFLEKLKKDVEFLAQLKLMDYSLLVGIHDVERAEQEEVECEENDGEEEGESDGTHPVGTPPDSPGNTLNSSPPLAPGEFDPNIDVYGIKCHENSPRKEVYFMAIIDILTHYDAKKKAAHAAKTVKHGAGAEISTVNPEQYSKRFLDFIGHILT
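PI5P4Kalpha ADP-Glo assay; 5 microM ATP final; 60 min RT reaction; HEPES pH 7.4/EGTA/CHAPS, 5% DMSO; controls lacking substrate or enzyme; luminescent end-point.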
GLP-1R inv ag = qHTS of GLP-1 Receptor Inverse Agonists (Inhibition Mode); Glucagon-like peptide 1 receptor (Homo sapiens), P43220; HEK293 GLP-1R CRE-luciferase, luminescence, 24 h; GLP-1R form is constitutively active; Potency, µM (series often up to 38.3 µM), without a hit: at the top dose activity change, negative = inhibition, hits mostly inhibitors; 1.6% of 410,000 active; further: potency means the concentration at half of the fitted maximal effect; on the % scale 0 is the no-effect control and ±100 the full control effect; nearly all actives have a fitted effect of over 55% in size
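Constitutively active GLP-1R drives a cAMP-responsive luciferase in stably transfected HEK293 cells; test compounds are added after overnight (12 h) attachment and left 24 hr, and signal loss in luminescence marks inhibition.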
PLK1 PBD inh = qHTS for Inhibitors of PLK1-PDB (polo-like kinase 1 - polo-box domain): Primary Screen | Serine/threonine-protein kinase PLK1 (Homo sapiens), P53350 | Plk1 PBD binding of FITC phosphopeptide, fluorescence polarization | Potency, µM, inactives show max response, negative = inhibition, hits mostly inhibitors | 2.8% of 360,000 active | AID 720504, 2013; further: potency means the concentration at half of the fitted maximal effect; series mostly up to about 57 µM; on the % scale 0 is the no-effect control and ±100 the full control effect; nearly all actives have a fitted effect of over 65% in size
Target sequence (P53350 whole entry, looked up, the tested form may be a part): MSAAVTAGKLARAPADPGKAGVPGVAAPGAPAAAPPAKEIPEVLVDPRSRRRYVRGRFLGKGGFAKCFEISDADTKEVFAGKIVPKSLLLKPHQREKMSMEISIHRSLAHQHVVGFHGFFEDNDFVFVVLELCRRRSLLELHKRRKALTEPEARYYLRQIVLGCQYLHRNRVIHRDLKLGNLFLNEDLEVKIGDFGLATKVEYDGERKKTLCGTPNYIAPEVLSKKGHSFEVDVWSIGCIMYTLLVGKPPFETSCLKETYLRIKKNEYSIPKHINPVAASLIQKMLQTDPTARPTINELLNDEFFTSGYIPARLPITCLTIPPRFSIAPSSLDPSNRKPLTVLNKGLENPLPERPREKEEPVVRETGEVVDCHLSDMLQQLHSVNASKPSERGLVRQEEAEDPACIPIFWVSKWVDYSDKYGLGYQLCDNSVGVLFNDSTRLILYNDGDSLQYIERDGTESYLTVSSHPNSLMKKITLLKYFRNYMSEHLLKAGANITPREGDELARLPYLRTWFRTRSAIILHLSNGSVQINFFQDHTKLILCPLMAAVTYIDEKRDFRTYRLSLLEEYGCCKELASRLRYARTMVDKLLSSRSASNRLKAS
GLP1R cytotox = qHTS of GLP-1 Receptor Inverse Agonists: Cytotox Screen; HEK293 cAMP-luciferase reporter cells, luminescence, 24 h; Potency, µM (top dose mostly 38.3 µM), for the others: top-dose activity change, negative = inhibition, most hits filed as inhibitors; 0.13% of 410,000 active;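 further: loss of luciferase light is scored as toxicity; potency means the concentration at half of the fitted maximal effect; on the % scale 0 is the no-effect control and ±100 the full control effect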
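Seeding density was 200 cells/uL; after overnight-length (12 h) culture, 23 nL compounds went on for 24 h at 37 °C. Readout used a luciferase detection reagent, luminescence taken after 12 min at room temperature.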
Numbers without * were called inactive; ? = inconclusive; nt = no result given; & = joins results of further samples; [ ] = remark or other dose. Unless noted, the call rests on the fitted dose curve; in most records, active means well fitted curve in the direction sought with a large enough effect; inconclusive means small, poorly fitted or top-dose-only effect, or another doubt; inactive means no such curve, though single readings can be large; an effect the other way counts as inactive or inconclusive.

Preview:
SMILES	D3 ag	D3 antag	IL-2 act	WRN inhibitor	GLP-1R agonist	PI5P4K alpha inh	GLP-1R inv ag	PLK1 PBD inh	GLP1R cytotox
Cc1cccc(CC(=O)NCCN2CCCCC2)c1	-8	-18	0.4	-23%	1%	-13	-8%	-8%	0%
COc1ccc(-n2c3c(cc(C(=O)NCc4ccco4)c2=O)C(=O)CC(C)(C)C3)cc1	2	6	0.1	7%	9%	-2	8%	-4%	-2%
Cc1cccc(C(=O)O)c1[N+](=O)[O-]	-9	9	-0.2	4%	-2%	-9	10%	-10%	-4%
CC(=O)Cc1nsc(NC(=O)c2ccc(COc3ccccc3Cl)o2)n1	-15	-16	-2.1	12%	-5%	3	-22%	-4%	-9%
O=C(Cn1cnc2ccccc2c1=O)N1CCc2ccccc2C1	-7	-5	5.8	-5%	4%	2	4%	0%	2%
COc1ccc(C)cc1S(=O)(=O)N(C)CC(=O)N1CCC(C)CC1	2	-8	-0.5	3%	-3%	nt	0%	-1%	-12%

This part in full, repeating the preview:
SMILES	D3 ag	D3 antag	IL-2 act	WRN inhibitor	GLP-1R agonist	PI5P4K alpha inh	GLP-1R inv ag	PLK1 PBD inh	GLP1R cytotox
Cc1cccc(CC(=O)NCCN2CCCCC2)c1	-8	-18	0.4	-23%	1%	-13	-8%	-8%	0%
COc1ccc(-n2c3c(cc(C(=O)NCc4ccco4)c2=O)C(=O)CC(C)(C)C3)cc1	2	6	0.1	7%	9%	-2	8%	-4%	-2%
Cc1cccc(C(=O)O)c1[N+](=O)[O-]	-9	9	-0.2	4%	-2%	-9	10%	-10%	-4%
CC(=O)Cc1nsc(NC(=O)c2ccc(COc3ccccc3Cl)o2)n1	-15	-16	-2.1	12%	-5%	3	-22%	-4%	-9%
O=C(Cn1cnc2ccccc2c1=O)N1CCc2ccccc2C1	-7	-5	5.8	-5%	4%	2	4%	0%	2%
COc1ccc(C)cc1S(=O)(=O)N(C)CC(=O)N1CCC(C)CC1	2	-8	-0.5	3%	-3%	nt	0%	-1%	-12%
Cc1cc(Nc2ccccc2)nc(N)n1	-10	-23	-1.6	-4%	1%	nt	57%[activator]	-4%	11%
C=CCn1c(SCC(=O)Nc2ccccc2C)nnc1-c1ccncc1	-1	-28	-0.1	3%	-10%	-12	-20%	2%	-15%
CC1CC(CC(C)C(=O)Nc2nncs2)C(=O)O1 (centres undefined)	0	19	2.8	-7%	-12%	nt	2%	-5%	-4%
COc1cc(NC(=O)CCc2c(C)nc3cc(-c4ccccc4)nn3c2C)cc(OC)c1OC	2	nt	nt	nt	0%	nt	0%	nt	-7%
CC1CCN(C(=O)Cn2cc(SCC(=O)NCC3CCCO3)c3ccccc32)CC1 (centres undefined)	0	11	-0.6	9%	8%	-2	24%	-2%	-3%
Cc1cc2c(ccc3c2no[n+]3[O-])nn1	-13	0	0.2	-9%	17%	9	24%	-8%	1%
CCOC(=O)N1CCC(NS(=O)(=O)c2cc3c(cc2Br)CCN3C(=O)CC)CC1	-3	-8	0.0	5%	0%	-7	-2%	-5%	-6%
CCCS(=O)(=O)NC(=O)C1(C)CCCN(C(=O)c2c(OC)cccc2OC)C1 (centres undefined)	-6	-3	-0.3	8%	5%	1	21%	-6%	6%
O=C(COc1ccc2oc3c(c2c1)CCCC3)Nc1cccc(Br)c1	1	nt	nt	nt	9%	nt	?	nt	-12%
CC(=O)Oc1ccc(C(=O)Nc2nccs2)cc1	1	?	-2.7	-12%	-4%	-5	7%	-13%	2%
CCc1ccc(OCC(=O)OCC(=O)NC2CCCC(C)C2C)cc1 (centres undefined)	5	-1	-0.4	12%	16%	4	1%	-3%	-3%
COC(=O)c1ccc(COc2cc([N+](=O)[O-])cc3cccnc23)cc1	-9	5	-0.8	-11%	-3%	4	13%	-5%	0%
Cc1ccc(C)c(Nc2ncnc(N)c2[N+](=O)[O-])c1	6	-20	-0.4	-12%	8%	-4	29%	-1%	66%[activator]
CCCCCOc1ccc(NC(=O)C(=O)NCCCn2ccnc2)cc1	0	3	-0.8	-3%	-4%	nt	-15%	-1%	3%
COc1ccc(/C=N/NC(=O)C(=O)N2CCCCCC2)cc1	-13	0	-0.3	11%	3%	-11	-4%	-5%	-4%
Cc1c(C(=O)Nc2ccccc2[N+](=O)[O-])csc1-c1ccccc1	3	20	-2.0	-5%	-2%	14	-10%	1%	-12%
CN(C)S(=O)(=O)c1ccc(NC(=O)CN2CCCC2c2ccc3c(c2)OCCCO3)cc1 (centres undefined)	3	-10	0.7	-9%	1%	3	-15%	-6%	9%
FC(F)(F)c1nc(NCc2ccccc2)c2nnn(Cc3ccccc3)c2n1	16	20	1.4	4%	-4%	2	14%	5%	11%
COCc1cc(CN2CCN(CCc3ccccc3)C(CCO)C2)ccc1OC (centres undefined)	-10	-12	-0.3	-19%	-2%	8	-4%	-5%	2%
COc1cc(NC(=O)c2ccc(Br)o2)c(C(=O)O)cc1OC	-1	?	-0.5	-9%[57.1 µM]	-6%	-16	20%	-8%	1%
C=CCN(c1ccccc1)S(=O)(=O)c1cccc(C(=O)Nc2ccncc2)c1	-12	12	-0.6	-25%	3%	1	?	-15%	3%
CCOc1ccc(CCNC(=O)Cn2nc(C)n3cccc3c2=O)cc1OCC	0	0	-0.8	-1%	15%	-4	104%[activator]	-2%	4%
CCOC(=O)CC(Nc1nc(N2CCOCC2)nc(N2CCOCC2)n1)c1ccccc1Cl (centres undefined)	-19	-16	-0.2	-11%	10%	5	?	-8%	15%
COC(=O)c1ccc2c(c1)N(CC(=O)Nc1cccc(Cl)c1C)C(=O)c1ccccc1S2	1	nt	nt	nt	-3%	nt	17%	nt	-1%
O=C1c2ccccc2C(=O)N1CCCP(=O)(O)CCc1ccccc1	8	12	-0.3	-2%	-1%	1	10%	-4%	-2%
C#CCSc1nc(N)c2c(n1)OC(N)=C(C#N)C2c1cccnc1 (centres undefined)	-13	7	4.7	0%	6%	-1	15%	3%	2%
CCOC(=O)CNC(=O)CSc1nc(Cc2ccccc2)nc2ccccc12	2	-16	2.8	-2%	1%	5	-16%	-3%	-2%
O=C(CN(Cc1ccccc1Cl)C(=O)c1csnn1)NCc1ccc(F)cc1	-4	0	0.7	5%	6%	-7	-19%	-13%	-7%
NNC(=S)NC1CCCCC1	6	8	-5.7	-4%	1%	5	?	-9%	?
C=CCSc1nnc2n(-c3ccccc3OC)c(=O)c3c4c(sc3n12)CCC4	-5	-21	1.8	5%	22%	-12	1%	-12%	-3%

Quoted at random: 2 entries already listed, in no set order.
SMILES	D3 ag	D3 antag	IL-2 act	WRN inhibitor	GLP-1R agonist	PI5P4K alpha inh	GLP-1R inv ag	PLK1 PBD inh	GLP1R cytotox
COC(=O)c1ccc2c(c1)N(CC(=O)Nc1cccc(Cl)c1C)C(=O)c1ccccc1S2	1	nt	nt	nt	-3%	nt	17%	nt	-1%
O=C1c2ccccc2C(=O)N1CCCP(=O)(O)CCc1ccccc1	8	12	-0.3	-2%	-1%	1	10%	-4%	-2%

Carrying on:
SMILES	D3 ag	D3 antag	IL-2 act	WRN inhibitor	GLP-1R agonist	PI5P4K alpha inh	GLP-1R inv ag	PLK1 PBD inh	GLP1R cytotox
COc1cc(OC)c(OC)cc1CN1CCCC(C(=O)c2sccc2C)C1 (centres undefined)	-38	-93*	1.4	-7%	19%	3	?	-6%	-16%
CCN(CC)S(=O)(=O)c1ccc(N2CCCC2)c(NC(=O)Cc2ccccc2)c1	-2	-7	-0.8	-10%	17%	1	-26%	-11%	-3%
CCOC(=O)C1C2C=CC3(CN(CCc4ccccc4)C(=O)C13)O2 (centres undefined)	0	2	1.8	-4%	-5%	-5	7%	0%	6%
CCOc1cccc2cc(C(=O)OCC(=O)Nc3c(C)cccc3CC)c(=O)oc12	4	21	-0.1	-6%	6%	-8	15%	-1%	-6%
CCOC(=O)COc1ccc(S(=O)(=O)NCc2cccnc2)cc1	3	4	1.0	1%	-1%	nt	-6%	0%	-3%
CCOC(=O)c1c(CSc2ccsc2)n(C)c2cc(Br)c(O)c(CN(C)C)c12	-5	-15	0.3	-9%	-4%	0	?	-7%	-22%
COc1ccc(NC(=O)C2CCCN(S(C)(=O)=O)C2)c(OC)c1 (centres undefined)	-6	1	-1.1	-8%	6%	4	1%	-8%	6%
Cc1ccc(NC(=O)CCCn2nc(C)c3c(C)n(-c4ccccc4)nc3c2=O)c(Cl)c1	-5&-15	-13	-1.5	0%	1%	0	9%&2%	-10%	1%&9%
CCn1c(COc2ccc(=O)n(-c3ccccc3)n2)nnc1SCc1ccccc1	2	-7	-2.5	1%	-1%	1	3%	1%	4%
COc1ccc(C)cc1NC(=O)CCS(=O)(=O)c1ccc2c(c1)CCN2C(C)=O	4	-8	0.4	-9%	0%	-6	2%	-15%	6%
Cc1ccc(-c2nn(Cc3ccccc3)cc2/C=C/C(=O)O)cc1	3	1	0.2	6%	-3%	-10	1%	-9%	-8%
COc1ccc(/C=C/C(=O)O/N=C(\N)c2ccccn2)cc1OC	-1	1	4.7	5%	20%	7	55%[activator]	-30%	?
Cc1ccc(S(=O)(=O)N2CCOCC2)cc1C(=O)Nc1ccc2c(c1)CCC2	5	5	-0.6	4%	-1%	-6	5%	-2%	-3%
COCC(=O)N1C[C@H]2CON(C)[C@H]2C[C@H]1c1cccc(-c2ccccc2)c1	-4	?	1.7	7%	2%	-3	6%	-4%	0%
